MPTP block: permeability transition pore inhibition; isolated mouse mitochondria, Ca2+ swelling absorbance, 30 min; inhibition, % at 10 µM; 1.4% of 360,000 active; AID 602449;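 active means inhibition of 50% or more, scaled per plate between neutral and stimulator controls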;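 further: 0% = DMSO wells given calcium and 100% = 1 mM EGTA wells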
ATG4B inh: ATG4B (human) cysteine protease inhibition | Q9Y4P1 | ATG4B cleavage of LC3-PLA2, NBD-HPC fluorescence, 1 h | inhibition, % at 8.33 µM | 0.51% of 340,000 active | AID 504462; in the data active means inhibition above about 40%
Target sequence (Q9Y4P1 whole entry, looked up): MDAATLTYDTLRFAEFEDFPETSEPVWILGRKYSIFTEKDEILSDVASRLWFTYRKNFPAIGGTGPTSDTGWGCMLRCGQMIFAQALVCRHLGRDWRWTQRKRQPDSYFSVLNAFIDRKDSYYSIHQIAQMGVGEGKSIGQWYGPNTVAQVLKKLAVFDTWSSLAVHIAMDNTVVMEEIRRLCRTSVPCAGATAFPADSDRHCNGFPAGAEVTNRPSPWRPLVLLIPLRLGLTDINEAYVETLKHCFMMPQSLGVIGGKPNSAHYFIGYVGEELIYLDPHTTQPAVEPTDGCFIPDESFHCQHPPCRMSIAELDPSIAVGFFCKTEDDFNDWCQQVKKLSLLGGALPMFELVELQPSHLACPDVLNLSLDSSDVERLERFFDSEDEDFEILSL
SENP8 block: SENP8 (human) protease inhibition; inhibition, % at 20 µM; 0.64% of 360,000 active; Q96LD8; recombinant SENP8, Nedd8 substrate fluorescence; AID 602440; in the data active means inhibition mostly above about 40%, no sharp cut-off; inactive means mostly below about 27%
Target sequence (Q96LD8 whole entry, looked up): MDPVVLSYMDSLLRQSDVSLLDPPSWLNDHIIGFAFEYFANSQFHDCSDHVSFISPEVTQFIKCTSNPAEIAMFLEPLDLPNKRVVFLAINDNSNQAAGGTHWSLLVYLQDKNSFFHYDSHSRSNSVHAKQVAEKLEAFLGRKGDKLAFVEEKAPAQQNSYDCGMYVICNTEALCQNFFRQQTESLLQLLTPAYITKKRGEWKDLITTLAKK
SENP1 FRET inh: SENP1 (human) catalytic domain inhibition | AID 624204 | 0.21% of 360,000 active | inhibition, % at 10 µM | Q9P0U3 | recombinant SENP1 catalytic domain, CyPet-SUMO1-YPet FRET cleavage;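 active means inhibition at least 30% at 10 µM, raw YFP signal under a set limit, fluorescence ratio 0.5 to 1.5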;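 further: 0% = enzyme with DMSO and 100% = no enzyme wells; some results filed as inactive read as strong as hits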
Target sequence (Q9P0U3 419-644 limits assumed): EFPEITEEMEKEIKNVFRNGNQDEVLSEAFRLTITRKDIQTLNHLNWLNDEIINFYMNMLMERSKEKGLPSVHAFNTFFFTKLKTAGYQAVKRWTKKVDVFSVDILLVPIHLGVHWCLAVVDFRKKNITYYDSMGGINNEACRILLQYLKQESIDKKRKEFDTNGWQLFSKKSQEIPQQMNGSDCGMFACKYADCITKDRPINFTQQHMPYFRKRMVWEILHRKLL
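Material – human SENP1 catalytic domain · Input – SENP1 enzyme, 20 pM final · Compound dosing – single concentration of 10 µM compound, 0.5% DMSO final · Timing – enzyme reaction for 50 min at room temperature, dark · Measured by – FRET fluorescence in CFP and YFP emission channels · Control set – no-enzyme wells low, DMSO-plus-enzyme wells high control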
PfGluPho inh: PfG6PD (Plasmodium falciparum) enzyme inhibition. PfGluPho enzyme, NADPH resazurin-diaphorase fluorescence. inhibition, % at 20 µM. 0.78% of 350,000 active;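 active means inhibition reaching at least a set limit at 20 µM in the primary screen, cut at about 59% in these data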;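 further: 0% = DMSO wells with substrate and 100% = DMSO wells lacking glucose-6-phosphate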
SENP6 inh: SENP6 protease inhibition. inhibition, % at 10 µM. Recombinant SENP6 catalytic domain, aminoluciferin luminescence. AID 2599. 1.8% of 330,000 active. Q9GZR1;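 active means inhibition above about 50% at the single tested dose, limit read from the data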;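 further: plate controls were DMSO wells with enzyme for no effect and DMSO wells lacking enzyme for full effect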
NR3A LBD binder: modulates the human NR3A ligand-binding domain; NR3A LBD differential scanning fluorimetry, Tm shift; 0% = protein alone, 100% = glycine-bound protein; Tm shift relative to glycine control, % at 25 µM; 2.5% of 340,000 active; AID 1259313;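 active means melting temperature shift of at least 10% of the positive control shift, at one fixed dose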
hIAP activ: increases human intestinal alkaline phosphatase activity. P09923. activation factor at 10 µM. purified human IAP, CDP-Star luminescence, 30 min; active compounds read high; 1 = vehicle-only enzyme, 0 = enzyme-free background. 0.16% of 330,000 active;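 active means activation factor of the enzyme at least 2-fold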; further: the source names both 10 and 20 µM as test concentration; values of inactives mirror those of a sister screen read the other way
* marks the source's active call; other numbers are inactive results; nt = no result given.

SMILES	MPTP block	ATG4B inh	SENP8 block	SENP1 FRET inh	PfGluPho inh	SENP6 inh	NR3A LBD binder	hIAP activ
CCOC(=O)N1CCN(C(=O)Cc2cccs2)CC1	-0.7	-1.4	35.4	-0.5	-21.8	-2.3	0.6	1.04
COC(=O)c1c(-c2ccncc2)csc1NC(=O)c1ccoc1C	-1.9	-7.7	-30.9	-1.3	2.8	-8.0	2.2	0.928
Cc1cc2nc(/C=C/c3nc4cc(C)c(C)cc4[nH]3)[nH]c2cc1C	-0.9	-6.2	-285.0	-20.7	-4.6	nt	-3.8	nt
COc1ccc(Nc2nc(-c3cccs3)cs2)c(OC)c1	2.6	-11.8	1.4	8.1	47.2	16.6	-10.4	1.06
COC(=O)CC1(CC(N)=O)SCCS1	0.1	10.8	-1.6	-1.2	9.0	nt	2.8	nt
Cc1ccc(/C(N)=N/OC(=O)c2ccc(F)cc2)cc1	-0.3	14.2	6.8	2.5	17.1	40.4	-2.5	0.874
Fc1ccc(/C=N/n2c(C3CCCCC3)n[nH]c2=S)cc1	4.1	-0.7	20.3	1.7	30.1	-3.9	0.9	0.842
CCN(Cc1ccccc1)S(=O)(=O)c1cc(C(=O)OC)n(C)c1	-1.6	12.8	9.4	0.3	-6.1	-9.7	-2.7	0.868
COc1ccc(C)cc1NC(=O)NC1CC(=O)N(c2ccc3c(c2)OCCO3)C1 (configuration not stated)	0.0	nt	8.6	-0.8	-0.2	nt	nt	nt
CN(C)S(=O)(=O)c1cccc(NC(=O)NCCCl)c1	0.0	1.0	15.3	-0.4	-15.1	1.0	-0.8	0.953
CC(C)Sc1nnc(-c2c[nH]c3ccccc23)n1C	0.6	0.1	9.9	1.2	16.3	-10.0	0.6	0.89
CCN(CC)CCNC1=NCCn2c1cc1cc(OC)ccc12	3.2	4.3	-273.1	2.7	-15.9	-22.6	-1.8	1.05
CCN1C(=O)C2C(C1=O)N1C(c3ccccc3)C3C(=O)N(CC)C(=O)C3N1C2c1ccccc1 (configuration not stated)	2.4	-7.0	6.1	-0.5	-24.0	-21.7	-0.3	1.23
CCOC(=O)c1sc(=NC(=O)c2ccco2)n(C)c1C	-0.9	-4.0	-380.4	-2.6	-1.0	-11.1	-0.3	1.12
CCOc1ccc(S(=O)(=O)N2CCOCC2)cc1NC(=O)CSCc1ccc(C)cc1	-0.7	-14.2	18.3	-0.2	9.1	-13.6	0.2	1.14
COc1ccc(CC(=O)Oc2ccc(C(C)C)cc2)cc1S(=O)(=O)N1CCOCC1	0.3	-2.2	-0.4	2.7	-3.0	-12.4	-1.7	0.885
Cc1ccc(NC(=O)CCCSc2nc3ccccc3[nH]2)cc1	6.4	-17.0	16.3	3.2	27.7	-23.5	-4.3	1.01
O=C(NCc1ccco1)C1CCN(c2nc3ccccc3n2Cc2ccccc2F)CC1	1.0	-6.8	18.1	-2.6	-6.1	3.7	-3.9	1
O=C(CSc1nnc(-c2ccccn2)o1)Nc1ccccc1Cl	-0.5	-4.8	6.0	3.0	-23.2	8.5	-1.3	1.38
CC1CC(NC(=O)c2c(O)nc3sccn3c2=O)CC(C)(C)C1 (configuration not stated)	-0.5	0.7	5.6	-0.5	0.2	-2.5	4.3	1.11
O=[N+]([O-])c1cccc(S(=O)(=O)NCCOc2cccc3cccnc23)c1	-0.1	-8.4	11.0	0.2	15.8	2.0	0.4	1.25
CC1(c2ccc(OC(F)F)cc2)NC(=O)N(CC(=O)Nc2cccc(F)c2)C1=O (configuration not stated)	-0.6	-0.8	7.3	-0.8	-9.3	-1.5	-2.2	0.821
N/C(=N\OC(=O)COc1ccc(Cl)cc1Cl)c1ccncc1	1.1	2.2	-0.7	4.8	-14.8	nt	0.3	nt
COc1ccc(OC)c(NC(=O)CCNS(=O)(=O)c2ccc3c(c2)c(=O)n(C)c(=O)n3C)c1	-1.0	-2.2	10.3	1.8	-23.8	4.1	0.3	1.06
Cc1nnc2sc(-c3cccc4ccccc34)nn12	1.2	-2.8	-58.6	2.2	-9.0	-4.0	-3.1	1.21

Ordered by SMILES length (high to low): some entries from above.
SMILES	MPTP block	ATG4B inh	SENP8 block	SENP1 FRET inh	PfGluPho inh	SENP6 inh	NR3A LBD binder	hIAP activ
CCN1C(=O)C2C(C1=O)N1C(c3ccccc3)C3C(=O)N(CC)C(=O)C3N1C2c1ccccc1 (configuration not stated)	2.4	-7.0	6.1	-0.5	-24.0	-21.7	-0.3	1.23
CC1(c2ccc(OC(F)F)cc2)NC(=O)N(CC(=O)Nc2cccc(F)c2)C1=O (configuration not stated)	-0.6	-0.8	7.3	-0.8	-9.3	-1.5	-2.2	0.821
COc1ccc(CC(=O)Oc2ccc(C(C)C)cc2)cc1S(=O)(=O)N1CCOCC1	0.3	-2.2	-0.4	2.7	-3.0	-12.4	-1.7	0.885
CCOc1ccc(S(=O)(=O)N2CCOCC2)cc1NC(=O)CSCc1ccc(C)cc1	-0.7	-14.2	18.3	-0.2	9.1	-13.6	0.2	1.14
O=[N+]([O-])c1cccc(S(=O)(=O)NCCOc2cccc3cccnc23)c1	-0.1	-8.4	11.0	0.2	15.8	2.0	0.4	1.25
O=C(NCc1ccco1)C1CCN(c2nc3ccccc3n2Cc2ccccc2F)CC1	1.0	-6.8	18.1	-2.6	-6.1	3.7	-3.9	1
CCN(Cc1ccccc1)S(=O)(=O)c1cc(C(=O)OC)n(C)c1	-1.6	12.8	9.4	0.3	-6.1	-9.7	-2.7	0.868
Fc1ccc(/C=N/n2c(C3CCCCC3)n[nH]c2=S)cc1	4.1	-0.7	20.3	1.7	30.1	-3.9	0.9	0.842
Cc1ccc(NC(=O)CCCSc2nc3ccccc3[nH]2)cc1	6.4	-17.0	16.3	3.2	27.7	-23.5	-4.3	1.01
Cc1ccc(/C(N)=N/OC(=O)c2ccc(F)cc2)cc1	-0.3	14.2	6.8	2.5	17.1	40.4	-2.5	0.874
CCOC(=O)c1sc(=NC(=O)c2ccco2)n(C)c1C	-0.9	-4.0	-380.4	-2.6	-1.0	-11.1	-0.3	1.12
CCN(CC)CCNC1=NCCn2c1cc1cc(OC)ccc12	3.2	4.3	-273.1	2.7	-15.9	-22.6	-1.8	1.05
CC(C)Sc1nnc(-c2c[nH]c3ccccc23)n1C	0.6	0.1	9.9	1.2	16.3	-10.0	0.6	0.89
CCOC(=O)N1CCN(C(=O)Cc2cccs2)CC1	-0.7	-1.4	35.4	-0.5	-21.8	-2.3	0.6	1.04
Cc1nnc2sc(-c3cccc4ccccc34)nn12	1.2	-2.8	-58.6	2.2	-9.0	-4.0	-3.1	1.21

Next section
SMILES	MPTP block	ATG4B inh	SENP8 block	SENP1 FRET inh	PfGluPho inh	SENP6 inh	NR3A LBD binder	hIAP activ
CCN(Cc1ccccc1)C(=O)c1cc2c(OC)c(OC)c(OC)cc2[nH]1	-0.3	-1.1	-109.1	0.6	0.7	-7.7	-1.1	1.13
Cn1c(=O)c2c(ncn2CC(=O)N2CCN(c3ccc(F)cc3)CC2)n(C)c1=O	-2.9	-9.0	-0.3	-1.0	8.8	14.0	2.4	0.999
Cc1csc2ncc(C(=O)Nc3ccon3)c(=O)n12	-0.4	0.4	-281.3	0.1	-25.3	-11.6	-3.9	0.914
O=[N+]([O-])c1ccc(Cl)c(S(=O)(=O)Nc2ccc(-c3ccc(N4CCCC4)nn3)cc2)c1	-0.3	-1.5	14.7	-1.7	-13.4	-12.1	3.5	0.82
CCc1cc(C(=O)N/N=C/c2ccc(OC)cc2)c2ccccc2n1	1.2	-18.4	-3.6	0.1	16.7	12.4	-3.7	1.16
Cc1sc2nc(C3CC3)nc(SCC(=O)N3c4ccccc4CC3C)c2c1C (configuration not stated)	1.4	68.3*	38.8	-1.7	-3.5	6.0	2.0	0.805
COC(=O)Cc1cc(=O)n2[nH]c(SC)nc2n1	-1.1	-9.7	12.5	3.1	14.6	-25.8	-1.3	0.982
Nc1ccc(S(=O)(=O)NNC(=O)C(=O)NNc2ccccc2)cc1	-11.2	0.9	-3.0	0.6	6.7	1.2	-5.5	0.93
COc1cc2c(=O)n(CC3CCCO3)c(=O)n(CC(=O)Nc3ccc(F)cc3F)c2cc1OC (configuration not stated)	0.2	1.0	-193.1	0.2	-6.0	-9.3	-0.9	0.944
CN(C)C(CNc1ncccn1)c1ccccc1 (configuration not stated)	0.8	0.3	10.1	0.0	-12.7	6.5	-2.1	1.23
C=CCNC(=O)c1cc(-c2ccc3c(c2)OCO3)on1	0.1	10.0	-24.5	0.4	-9.1	15.3	0.6	1.09
COc1cc(C2C3=C(Nc4ncnn42)c2ccccc2CC3)cc(OC)c1OC (configuration not stated)	-0.5	-7.3	-145.8	-9.5	1.4	10.7	2.3	1.02
O=S(=O)(c1cccc(-c2nc3n(n2)Cc2ccccc2-3)c1)N1CCCC1	0.1	7.5	10.4	1.0	6.0	-1.7	13.0*	1.01
C[C@]12CCC3C(CC[C@H]4CCCC[C@]34C)C1CC[C@@]2(O)CNCCO (some centres not stated)	-0.6	-1.8	20.3	2.1	-3.8	-1.0	1.4	0.924
COc1ccccc1-c1oc2ccccc2c1C#CC1(O)CCCCC1	-0.2	-5.8	-474.6	-12.8	40.6	1.8	-17.8	1.09
COc1cccc(OCC(=O)NN=C2c3ccccc3-c3ccccc32)c1	1.2	-15.8	0.7	2.6	-1.6	-4.2	0.3	0.889
CCCCNC(=O)C1CCCN1C(=O)NC1CCCCC1 (configuration not stated)	-0.5	-6.9	-1.7	1.8	2.8	-13.1	0.5	0.906
CC1CC2=C(C(=O)O1)C(c1ccccc1)Nc1ccccc1N2 (configuration not stated)	-0.1	0.1	8.1	0.5	-5.8	-11.7	-1.1	0.96
CCC1Oc2ccc(C)cc2N(CC(=O)NCCCN2CCN(Cc3ccccc3)CC2)C1=O (configuration not stated)	0.9	0.7	0.5	-1.2	-25.9	-20.0	1.9	1.02
Cc1ccc(-c2cccc(C(=O)NCCc3ccccc3)n2)c2ccccc12	1.1	-4.7	-42.7	3.6	1.5	-18.0	-1.8	0.926
COc1ccc2c3c([nH]c2c1)C1CC2C(CC(O)C(OC)C2CO)CN1CC3 (configuration not stated)	-0.6	-5.5	-7.0	-54.6	-2.2	1.6	0.8	0.889
CCCCCCSc1ccc([C@H]2N[C@@](CC(C)C)(C(=O)OC)[C@H]3C(=O)N(C)C(=O)[C@@H]23)cc1	2.7	5.0	8.7	2.3	21.4	-17.2	3.6	0.83
COc1ccc2ccc3c(c2c1)N=C[C@]1(O3)N(C)c2ccccc2C1(C)C	3.3	-1.5	-224.3	-30.2	25.3	-13.9	2.1	0.933
COc1cc(NC(=O)c2cccs2)c(OC)cc1NC(=O)CCn1nnc2ccccc21	-0.5	-7.2	5.9	0.4	-8.5	15.6	-5.0	0.877

3 structures already listed, arranged by formula weight, highest first:
SMILES	MPTP block	ATG4B inh	SENP8 block	SENP1 FRET inh	PfGluPho inh	SENP6 inh	NR3A LBD binder	hIAP activ
COc1cc2c(=O)n(CC3CCCO3)c(=O)n(CC(=O)Nc3ccc(F)cc3F)c2cc1OC (configuration not stated)	0.2	1.0	-193.1	0.2	-6.0	-9.3	-0.9	0.944
COc1cc(NC(=O)c2cccs2)c(OC)cc1NC(=O)CCn1nnc2ccccc21	-0.5	-7.2	5.9	0.4	-8.5	15.6	-5.0	0.877
CN(C)C(CNc1ncccn1)c1ccccc1 (configuration not stated)	0.8	0.3	10.1	0.0	-12.7	6.5	-2.1	1.23
